XiGFP reactiv = X-chromosome reactivation activator; XiGFP mouse fibroblasts, % GFP-positive cells imaging, 3 d; cells co-treated with 5-aza-dC sensitizer; scaled so ellipticine positive control = 100%; activation, % at 7.58 µM; 0.055% of 360,000 active;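 active means mean normalized replicate activation at least 10% and every replicate at or above 10%; inconclusive means only one of the two criteria met; inactive means mean below 10% and not all replicates reach 10%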;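 further: 0% = median of on-plate neutral control wells and 100% = ellipticine 6 µM median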
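Assay system – SV40-immortalized XiGFP fibroblast cells, line 68-5-11 · Buffer or medium – DMEM supplemented with 5-aza-dC as sensitizing agent · Dosing – one concentration, pinned · Benchmarks – positive control ellipticine, 6 µM final · Times – 3 days compound exposure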
CFTR F508del cor = correctors of CFTR F508del function in bronchial epithelial cells; activity (quench increase), % at 7.58 µM; AID 720511; CFBE cells, YFP halide quenching; stimulated with forskolin plus potentiator P3; % fluorescence drop versus neutral controls; 0.36% of 350,000 active;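 active means mean added fluorescence quench of at least 8% versus neutral control, with both replicates also reaching 8%; inconclusive means only one of the mean or replicate conditions met; inactive means mean below 8% and not both replicates reaching 8%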;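 further: cells transiently co-express mutant CFTR-F508del with the halide-sensitive YFP; corrector assay measuring rescue of mutant channel to the surface after 24 h compound exposure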
DENV2 CPE rescue = protects cells from dengue virus 2 cytopathic effect; DENV2-infected cells, cytopathic effect rescue, plate reader; CPE inhibition, % at 9.99 µM; 1.7% of 350,000 active; AID 651640; in the data active means CPE inhibition above about 20%, passing the limit was not always enough; inconclusive means no clear call, values can overlap the other calls; tested in BHK-21 cells;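 further: 0% = median of neutral control wells and 100% = median of positive control wells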
RAD54 branch = inhibitors of human RAD54 branch migration | Q92698 | RAD54 Holliday junction branch migration, FAM/BHQ fluorescence | inhibition, % at 10.4 µM | 0.14% of 360,000 active;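 active means mean normalized replicate activity at least 40 and at least half of replicates scoring 40 or more; inconclusive means only one of the two criteria met; inactive means mean below 40 and under half of replicates reaching 40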;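 further: 0% = median of neutral control wells and 100% = median of positive control wells; inhibitors cause a drop in the FAM fluorescence signal; in these data hits start at about 50%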
GSIS activator = GLuc luminescence reporter in INS-1E cells, primary screen for activators of glucose-dependent secretion of insulin; 0.61% of 370,000 active; AID 743287; INS-1E GLuc reporter insulin secretion, 2-3 h; activation, % at 16.6 µM;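 active means lowest replicate activation of at least 40%, so every replicate reaches that level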;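 further: 0% = median of neutral control wells and 100% = median of IBMX positive control wells; some compounds called inactive have numbers as strong as hits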
E-sel inducer = induces E-selectin expression in human endothelial cells; P16581; HUVEC E-selectin immunofluorescence imaging; normalized: neutral wells 0, TNF-alpha wells 100; activation, % at 7.58 µM; 0.37% of 260,000 active; AID 686992;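 active means mean E-selectin-positive cell signal at least 10% of the positive control, reached in at least 60% of replicates, without over 20% cell loss; inconclusive means no rule given, readout overlaps actives, possibly toxicity-flagged; inactive means the rest, including those meeting only one limit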;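 further: in these data hits start at about 27%; measured in HUVEC primary endothelial cells; signal is the percent of cells scored E-selectin positive by PE staining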
Target sequence (P16581 whole entry, looked up): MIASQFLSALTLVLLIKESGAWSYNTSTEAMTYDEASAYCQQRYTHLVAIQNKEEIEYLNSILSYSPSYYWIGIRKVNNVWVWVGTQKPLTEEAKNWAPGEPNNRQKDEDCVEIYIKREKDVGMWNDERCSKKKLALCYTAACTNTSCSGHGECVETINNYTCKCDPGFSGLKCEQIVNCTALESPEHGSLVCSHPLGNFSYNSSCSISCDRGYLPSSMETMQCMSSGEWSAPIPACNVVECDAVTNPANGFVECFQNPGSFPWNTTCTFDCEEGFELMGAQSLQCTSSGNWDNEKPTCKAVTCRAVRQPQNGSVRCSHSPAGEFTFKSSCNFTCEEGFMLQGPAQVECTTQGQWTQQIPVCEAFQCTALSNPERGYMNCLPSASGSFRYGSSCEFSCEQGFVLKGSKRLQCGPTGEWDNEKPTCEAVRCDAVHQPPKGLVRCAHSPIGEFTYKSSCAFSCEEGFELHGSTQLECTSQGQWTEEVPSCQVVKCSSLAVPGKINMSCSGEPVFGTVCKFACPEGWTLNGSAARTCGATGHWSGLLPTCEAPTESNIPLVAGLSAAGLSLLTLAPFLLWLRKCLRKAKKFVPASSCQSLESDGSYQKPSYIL
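Test system – human umbilical vein endothelial cells (HUVEC), E-selectin induction · Input – 3,000 HUVEC seeded per well · Buffer or medium – EGM-2, gelatin · Compound dosing – single-point compound dose · Detection – immunofluorescence imaging · Measure – percent E-selectin-positive cells · Controls – TNF-alpha high, DMSO low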
RAD52 anneal inh = RAD52 (human) annealing inhibition; P43351; recombinant RAD52 DNA annealing, FRET fluorescence; inhibition, % at 18.7 µM; 0.46% of 360,000 active; AID 651710;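 active means every replicate showing at least 50% inhibition; inconclusive means mean inhibition at least 50% but not in every replicate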
CASP6 VEID inh = inhibitors of human caspase-6 | P55212 | purified caspase-6, Z-VEID-R110 cleavage fluorescence | inhibition, % at 12.5 µM | 0.53% of 350,000 active | AID 686996;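 active means mean inhibition across replicates at least about 35%, with every replicate also reaching that limit, limit read from the data; inconclusive means only one of the two criteria met; inactive means neither criterion met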;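 further: 0% = median of neutral control wells and 100% = no fluorescence left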
Target sequence (P55212 24-179 limits assumed): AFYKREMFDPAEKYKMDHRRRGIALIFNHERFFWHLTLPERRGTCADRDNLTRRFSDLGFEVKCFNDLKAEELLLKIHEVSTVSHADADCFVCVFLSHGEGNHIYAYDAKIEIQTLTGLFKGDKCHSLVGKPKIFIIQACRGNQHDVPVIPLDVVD
Target sequence (P55212 194-293 limits assumed): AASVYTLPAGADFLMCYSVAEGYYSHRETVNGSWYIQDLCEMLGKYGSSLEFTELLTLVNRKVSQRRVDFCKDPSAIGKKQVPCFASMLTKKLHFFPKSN
Active calls of the source: *; ? = inconclusive; · = not tested or not shown. Hits appear at their usual frequency. Share with any hit: about 3.7%.

Structure	XiGFP reactiv	CFTR F508del cor	DENV2 CPE rescue	RAD54 branch	GSIS activator	E-sel inducer	RAD52 anneal inh	CASP6 VEID inh
O=C(NCC1CCCCC1)C1(CC2CC(c3cccc(Br)c3)=NO2)CCNCC1 (stereo not given)	0.0	0.2	-7.8	-14.4	-6.2	·	-2.6	-0.6
N#C[C@H]1[C@@H](c2ccc(C#Cc3ccccc3F)cc2)[C@@H](CO)N1C(=O)C1CCCCC1	0.0	6.3	-7.5	2.2	2.9	-0.3	-40.8	-1.0
COc1ccc(S(=O)(=O)N(C)C[C@H]2Oc3c(cccc3N(C)C)C(=O)N([C@@H](C)CO)C[C@H]2C)cc1	0.2	0.7	?	-7.3	3.1	0.1	1.2	0.3
C[C@H]1CN([C@@H](C)CO)C(=O)c2cc(NC(=O)Cc3cn(C)c4ccccc34)ccc2O[C@@H]1CN(C)Cc1ccc(C(F)(F)F)cc1	1.2	3.0	13.9	-11.9	6.4	·	-20.3	0.0
O=C(CSc1nnc(CNC(=O)c2ccccc2)o1)NCc1ccc2c(c1)OCO2	0.0	-2.7	10.3	-10.5	6.9	-0.1	-18.2	2.3
CCOC(=O)/C=C/c1ccc2oc3ccccc3c(=O)c2c1	0.0	0.1	-3.3	2.1	9.0	-0.1	-14.2	-0.5
Cc1nc2c(=O)[nH]n(C)c2nc1C	0.3	0.9	17.1	-1.5	1.1	0.3	-9.4	·
C[C@H](CO)N1C[C@H](C)[C@@H](CN(C)Cc2ccc(C(=O)O)cc2)Oc2ccc(NC(=O)Cc3cn(C)c4ccccc34)cc2C1=O	0.4	-1.9	-6.5	-4.4	12.2	-1.6	1.6	1.4
Cc1ccc2cc(CN(Cc3ccco3)C(=S)NCC3CCCO3)c(=O)[nH]c2c1C (stereo not given)	0.2	-1.4	0.3	-6.0	-1.2	-0.5	-54.4	-0.6
O=C(c1ccc2ccccc2c1)C1CCCN(C(=O)c2cccnc2)C1 (stereo not given)	0.5	-2.6	2.5	-0.5	17.2	0.2	-13.6	-2.6
CC(C)C[C@H]1CNC(=S)N1CC1CCCN1C[C@H](Cc1ccccc1)N1C[C@H](Cc2ccc(O)cc2)N(CC2CCCCCC2)C1=S (stereo not given in full)	0.5	0.5	-4.0	1.0	-5.7	-0.6	-13.6	-1.6
CCCCN1CC(=O)N2[C@H]3c4cc(Br)ccc4OC[C@@H]3[C@H](C(=O)OCC)[C@]2(C)C1=O	0.2	1.6	-8.1	4.2	-5.5	-0.1	-13.9	6.5
O=C(NCc1ccc(F)cc1)C(Cc1ccccc1)n1cccc1 (stereo not given)	3.4	0.3	-0.1	6.9	-42.5	·	-8.2	-0.7
C/C(=N\N=C(N)N)c1ccc(Cl)cc1Cl	0.0	1.8	8.9	·	14.9	9.8	10.8	-2.0
COc1ccc(N2CCN(C(=O)COC(=O)c3ccc(C)o3)CC2)cc1	0.4	-2.6	5.6	·	1.0	-1.0	-10.4	2.2
Cc1cc(NC(=O)C(C)SCC(=O)OCc2c(Cl)cccc2Cl)no1 (stereo not given)	0.0	-3.4	-7.8	12.1	-3.1	-1.2	-11.2	0.8
CO[C@H]1CN(C)C(=O)c2cc(NS(=O)(=O)c3ccc(C)cc3)ccc2OC[C@@H](C)N(C)C[C@@H]1C	0.1	-1.0	4.8	-8.3	7.1	-0.1	7.3	-0.5
Cn1nnc(NC(=S)NC(=O)c2cc(Cl)ccc2Cl)n1	0.0	-0.6	-0.5	·	6.8	·	-17.0	-2.2
NC1=NC[C@H](Cc2ccc(O)cc2)N1CC1CCCCC1	0.0	-0.4	·	-8.4	22.2	0.0	-3.3	0.3
O=c1cc(OCc2ccccc2)cc[nH]1	-0.5	0.2	-2.4	-4.8	13.1	·	-3.7	4.1
C[C@H](CO)N1C[C@H](C)[C@H](CN(C)C(=O)C2CCOCC2)Oc2ncc(C#CCc3ccccc3)cc2C1=O	-0.1	2.2	3.0	5.8	-4.8	-0.1	-2.4	0.5
CCC(=O)NCCc1cc2ccc(C)c(C)c2[nH]c1=O	-0.2	1.7	3.6	-2.4	·	0.0	6.4	-3.0
Cc1ccc(CNc2nc(NCc3ccccc3)nc3ccsc23)c(C)c1	-0.1	2.3	3.3	-1.5	195.7*	-0.4	-13.6	-2.4
Cc1ccc(-c2nc(NCc3ccco3)c3ccccc3n2)cc1	0.0	·	4.5	·	1.2	·	-80.4	-2.0
Cc1ccc(C(=O)N/C(=C/c2ccc(Cl)cc2)C(=O)N2CCOCC2)cc1	0.3	1.6	-0.4	3.7	50.5*	·	0.1	7.0
Cc1nc(N)sc1C(=O)N/N=C/c1ccc([N+](=O)[O-])cc1	0.0	-2.1	-1.8	-0.9	-2.4	1.1	-8.7	-1.0
C[C@@H]1CN([C@H](C)CO)C(=O)Cc2cc(NC(=O)C3CC3)ccc2O[C@H]1CN(C)Cc1ccc(Oc2ccccc2)cc1	0.3	3.7	-2.9	-4.3	-4.7	13.9	-2.8	·
COc1ccc(CN(C(=O)c2snc(C(N)=O)c2N)C(C(=O)NC2CCCC2)c2cc(OC)ccc2OC)cc1 (stereo not given)	0.0	0.5	-4.1	·	-11.3	·	-19.2	0.2
O=S(=O)(NC1CCCCC1)c1ccc(S(=O)(=O)N2CCN3CCCC3C2)cc1 (stereo not given)	·	6.0	9.4	·	-3.7	·	-15.6	0.8
CC(NC(=O)CNC(=S)N(Cc1ccccc1)Cc1cccnc1)c1ccccc1 (stereo not given)	0.0	-2.1	·	5.3	-25.5	-2.4	-3.9	6.0
COC(=O)C1=CN(c2cccc(Cl)c2)C=C(C(=O)OC)C1c1cccc(OC)c1	0.0	-1.5	-4.3	-6.9	-6.6	0.0	-0.6	2.9
COc1ccc(N(CC(=O)NC2CCCCC2)C(=O)c2snc(C(N)=O)c2N)cc1	0.3	2.7	2.1	-7.1	-2.4	·	-15.9	-4.8
O=C(NC(=S)Nc1ccc(S(=O)(=O)N2CCCC2)cc1)c1cccs1	0.2	·	10.4	-9.8	11.7	0.7	-7.8	4.8
Cc1ccc(NC(C)C(=O)N/N=C/c2c[nH]c3ccccc23)cc1 (stereo not given)	0.3	-0.5	3.0	·	-19.4	0.5	-15.0	6.6
COc1cccc(-c2cc(NC=O)c3ncc(-c4ccc(C(C)=O)cc4)n3c2)c1	-0.2	3.9	-12.8	7.2	37.3	0.0	-50.1	-1.5
C[C@@H]1CCCCO[C@@H](CN(C)Cc2ccncc2)[C@@H](C)CN([C@@H](C)CO)C(=O)c2cc(NS(=O)(=O)c3ccc(F)cc3)ccc2O1	0.1	2.6	-4.4	-3.6	-7.2	-0.2	-3.3	-2.7
CC1(C)OC(=O)C(=CNC(=O)c2c(F)cccc2F)C(=O)O1	0.0	-1.8	·	·	-1.6	·	-15.9	1.1
CC(C)(C)c1ccc(-n2ncc3c2CCCC3NC(=O)c2ccco2)cc1 (stereo not given)	0.1	1.7	0.2	·	-10.4	-0.4	-4.4	2.2
CCCOP(=O)(c1ccc(N(C)C)cc1)C(O)c1ccc(Br)cc1 (stereo not given)	0.3	3.8	4.3	-3.5	10.3	0.1	-8.2	1.1
CCC(NC(=O)C1C2C=CC(C2)C1C(=O)O)c1ccc(C)cc1 (stereo not given)	0.0	-4.4	3.7	-6.2	12.6	·	-10.0	-1.7
COc1ccc(C(=O)NCC(C)(C)CNC(=O)c2ccc(OC)cc2)cc1	-0.1	0.3	-2.9	·	-4.2	·	-25.1	3.7
Cc1cccc(C2=NC(C(F)(F)F)(C(F)(F)F)c3c(n(-c4ccc(F)cc4)c(=O)[nH]c3=O)N2)c1	0.1	1.1	3.7	·	17.8	-0.6	-6.5	-3.7
CN(C1CC(C)(C)NC(C)(C)C1)S(=O)(=O)CC12CCC(CC1=O)C2(C)C (stereo not given)	-0.1	1.0	-8.8	·	14.8	·	-9.6	-2.8
COCCN(C[C@H]1[C@H](c2ccccc2)[C@@H](CO)N1C(=O)C1CC1)C(C)=O	0.7	2.1	-5.3	0.4	10.8	-0.2	5.2	-0.7
C/C(CC(=O)Nc1ccccc1F)=N\NC(=O)Cc1ccc(Cl)cc1	0.1	0.8	2.4	·	-2.0	-1.2	1.8	-2.7
COc1ccc2[nH]c(C(=O)N3CCCN(Cc4ccc(F)cc4)CC3)cc2c1	0.1	1.5	?	·	-14.7	·	-9.9	9.3
CCOC(=O)[C@@H]1[C@H]2COc3ccc(Br)cc3[C@@H]2N2C(=O)N(c3ccc(C)cc3)C(=O)[C@@]12C	0.0	1.3	-1.5	-7.1	1.1	?	-13.5	3.0
COc1cc(C(=O)OCC(=O)Nc2c(C)n(C)n(-c3ccccc3)c2=O)c([N+](=O)[O-])cc1OC	-0.4	-0.7	1.3	2.9	·	-0.4	-2.8	0.5
C[C@H](CO)N1C[C@H](C)[C@@H](CN(C)C(=O)Nc2ccccc2)Oc2ccc(NC(=O)Nc3cccc4ccccc34)cc2C1=O	-0.6	-3.6	7.0	1.2	-9.3	0.8	10.6	-0.5
COC(=O)C1=C(C)N(Cc2cccc(C(F)(F)F)c2)C(=NCC2CC2)NC1c1ccc(F)cc1 (stereo not given)	0.5	1.6	61.2*	·	-17.7	-0.4	35.3	5.7
COc1ccc(NC(=O)Nc2ccc3c(c2)C(=O)N([C@H](C)CO)C[C@@H](C)[C@H](CN(C)Cc2ccc(Cl)c(Cl)c2)OCCCC[C@H](C)O3)cc1	-0.1	1.5	-9.8	-1.7	-13.0	0.0	10.1	-3.8
C=CCOc1cccc(C(=O)N2CCCC(Nc3ccc4c(c3)OCCO4)C2)c1 (stereo not given)	0.1	-0.3	6.0	-4.4	0.6	-0.1	-12.3	-5.4
Cc1ccc(CCN2CC(C(=O)NCCCOC(C)C)CC2=O)cc1 (stereo not given)	·	2.5	1.8	-6.2	·	·	-9.7	-5.0
O=C(N[C@H]1c2ccccc2C[C@H]1O)C1=C[C@H](c2coc3ccccc3c2=O)C[C@H](OCCCCO)O1	·	-2.7	-5.7	-4.8	·	·	-20.3	2.5
CC(C)(C)c1ccc(S(=O)(=O)NC(=O)C2(C)CCN2C(=O)C2CCCCC2)cc1 (stereo not given)	0.0	5.3	4.2	-16.8	12.3	-0.1	-2.3	4.1
CC(=O)N(C)C[C@H]1Oc2ncc(-c3ccc(F)cc3)cc2C(=O)N([C@@H](C)CO)C[C@@H]1C	0.0	-2.9	6.8	-1.3	27.3	0.8	-18.4	-0.2
CCn1c2ccccc2c2cc(NC(=O)c3ccc(=O)oc3)ccc21	0.0	-1.8	0.7	-14.5	24.5	·	-90.4	-2.4
C[C@H](CO)N1C[C@H](C)[C@H](CN(C)C(=O)c2ccc3c(c2)OCO3)Oc2ncc(C3=CCCCC3)cc2C1=O	0.2	0.5	-10.6	-7.3	-16.3	-0.3	1.7	-0.7
